Bfl-1 Bim block – disrupts Bim binding to human Bfl-1; inhibition, % at 10 µM; hit rate 0.12% among 190,000; Bead-based flow cytometry, Bim-Bfl-1 binding inhibition;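 further: 0% = wells without compound plus tracer and 100% = blocker peptide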
Bcl-W Bim block – inhibitors of Bim-Bcl-W interaction, human | Q92843 | bead-based flow cytometry, Bim peptide-Bcl-W binding | inhibition, % at 10 µM | hit rate 0.02% among 190,000 | AID 952;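 further: 0% = bound tracer without compound and 100% = peptide blocker; higher means less fluorescent Bim peptide bound to Bcl-W beads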
Target sequence (Q92843 whole entry, looked up): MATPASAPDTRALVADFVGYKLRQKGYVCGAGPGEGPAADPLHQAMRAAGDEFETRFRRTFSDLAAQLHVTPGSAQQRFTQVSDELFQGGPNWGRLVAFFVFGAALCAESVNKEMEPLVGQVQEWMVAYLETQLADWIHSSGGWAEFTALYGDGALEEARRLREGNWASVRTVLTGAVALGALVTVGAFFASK
Bcl-2 Bim block – human Bim-Bcl-2 interaction inhibition | P10415 | Bead-based flow cytometry, Bim peptide-Bcl-2 binding | inhibition, % at 10 µM | hit rate 0.06% among 190,000 | AID 950; in the data active means inhibition above about 40%; inconclusive means no clear call, values can overlap the other calls;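 further: 0% = no compound wells with probe peptide and 100% = reference peptide inhibitor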
Rac1 act GTP bind – modulators of GTP binding to human Rac1 activated mutant. P63000. GST-Rac1 activated beads, fluorescent GTP binding, flow cytometry; actives lie on both sides; 100% means binding = to untreated wells. percent activity (GTP binding), % at 10 µM. hit rate 0.11% among 190,000. AID 764;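 active means GTP binding at least 20 percentage points away from the 100% baseline, in either direction, so actives lie on both sides; inconclusive means Compound likely fluorescent itself, or too few beads counted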
Bim-Bcl-B – inhibitors of Bim-Bcl-B interaction, human; inhibition, % at 10 µM; bead-based flow cytometry, Bim peptide-Bcl-B binding; Q9HD36; hit rate 0.073% among 190,000;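 further: 0% = tracer peptide without compound and 100% = reference inhibitor peptide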
Target sequence (Q9HD36 whole entry, looked up): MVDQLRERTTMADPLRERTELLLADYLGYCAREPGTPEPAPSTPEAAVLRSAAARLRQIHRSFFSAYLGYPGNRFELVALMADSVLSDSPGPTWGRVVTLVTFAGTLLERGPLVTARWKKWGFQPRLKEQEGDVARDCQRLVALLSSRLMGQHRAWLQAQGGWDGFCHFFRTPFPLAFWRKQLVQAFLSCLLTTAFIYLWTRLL
HRas wt GTP – changes GTP binding to wildtype human HRas. P01112. hit rate 0.14% among 190,000. GST-Ras wt beads, Bodipy-FL-GTP binding, flow cytometry; actives lie on both sides. GTP binding activity, % at 10 µM;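 active means GTP binding activity at least 20% away from the 100% baseline, either lowered as inhibitor or raised as activator; inconclusive means flagged as likely green fluorescent, judged across all proteins in the well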;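 further: 0% = unlabeled GTP competition control and 100% = no-compound control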
Target sequence (P01112 whole entry, looked up): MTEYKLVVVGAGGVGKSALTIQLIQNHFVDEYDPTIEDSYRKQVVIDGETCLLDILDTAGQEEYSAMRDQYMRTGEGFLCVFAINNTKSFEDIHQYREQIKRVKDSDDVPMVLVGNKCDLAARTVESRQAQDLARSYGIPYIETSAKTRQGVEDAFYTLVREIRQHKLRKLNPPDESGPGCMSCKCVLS
Rab2 wt GTP – changes GTP binding to wildtype dog Rab2A, up or down; P61105; GST-Rab2 wt beads, Bodipy-GTP binding, flow cytometry; GTP binding activity, % at 10 µM; hit rate 0.19% among 190,000; AID 760;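 active means GTP binding activity at least 20 points away from 100%, either lowered or raised; inconclusive means signal likely due to the compound's own green fluorescence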;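 further: 0% = beads with excess unlabeled GTP and 100% = no-compound control corrected for plate trend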
Rac1 wt GTP bind – modulators of human Rac1 wildtype GTP binding | P63000 | GST-Rac1 beads, fluorescent GTP binding, flow cytometry; actives lie on both sides; 0 = cold GTP competed, 100 = untreated | GTP binding activity (% of control), % at 10 µM | hit rate 0.27% among 190,000 | AID 757;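 active means GTP binding activity at least 20 points away from the 100% control level, either lower or higher; inconclusive means compound flagged as likely green fluorescent, judged across all proteins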
Rab7 wt GTP bind – modulators of GTP binding to dog Rab7 wildtype GTPase; GST-Rab7 beads, fluorescent GTP binding, flow cytometry; actives lie on both sides; untreated = 100%, excess cold GTP = 0%; GTP binding activity (percent of control), % at 10 µM; hit rate 0.055% among 190,000;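 active means fluorescent GTP binding to Rab7 beads changed by at least 20 points from the 100% baseline, either direction, mostly lower; inconclusive means compound itself probably fluorescent, or too few beads counted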;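 further: median green fluorescence of bound Bodipy-FL-GTP per Rab7 bead population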
Bim-Bcl-XL – human Bim-Bcl-XL interaction inhibition | Q07817 | Bim peptide-Bcl-XL binding, bead flow cytometry, fluorescence | inhibition, % at 10 µM | hit rate 0.04% among 190,000
Target sequence (Q07817 whole entry, looked up): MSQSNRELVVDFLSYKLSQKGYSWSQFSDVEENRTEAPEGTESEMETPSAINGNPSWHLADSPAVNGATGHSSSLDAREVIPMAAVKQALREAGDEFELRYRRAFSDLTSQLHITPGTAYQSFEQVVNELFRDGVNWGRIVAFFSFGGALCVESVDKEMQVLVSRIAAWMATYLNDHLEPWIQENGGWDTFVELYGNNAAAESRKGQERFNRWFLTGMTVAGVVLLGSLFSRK
Cdc42 wt – modulators (inhibitors or activators) of GTP binding to human Cdc42 wildtype; GST-Cdc42 beads, Bodipy-GTP binding, flow cytometry; actives lie on both sides; percent activity (GTP binding), % at 10 µM; P60953; hit rate 0.2% among 190,000;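 active means percent activity GTP binding at least 20 points away from the 100% baseline, either down as inhibitor or up as activator; inconclusive means compound flagged as likely green fluorescent from well-wide comparison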;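 further: median bead fluorescence of bound Bodipy-FL-GTP at 100 nM; 0% = excess unlabeled GTP control and 100% = no compound control; below 100% means less GTP binding so inhibitor and above means activator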
Target sequence (P60953 whole entry, looked up): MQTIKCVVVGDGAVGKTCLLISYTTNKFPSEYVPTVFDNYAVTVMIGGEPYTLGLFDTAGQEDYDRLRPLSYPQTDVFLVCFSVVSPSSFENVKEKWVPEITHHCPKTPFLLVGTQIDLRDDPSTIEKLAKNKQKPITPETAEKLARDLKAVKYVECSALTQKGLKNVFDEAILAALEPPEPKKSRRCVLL
Active calls of the source: *; ? = inconclusive; · = no result given; [ ] = dose if it differs, or a comment. Unless noted, no stated cut-off is given here; in the data, active means inhibition above about 40%.

No.	compound	Bim-Bcl-XL	Rab7 wt GTP bind	HRas wt GTP	Cdc42 wt	Bcl-W Bim block	Bim-Bcl-B	Rac1 act GTP bind	Bcl-2 Bim block	Rac1 wt GTP bind	Rab2 wt GTP	Bfl-1 Bim block
1	CC(C)CN1C(=S)SC(C)(C)C1n1oc(=O)n(-c2ccc(Cl)cc2)c1=O (stereo not given)	-4.0	94.0	99.0	97.0	-4.0	-3.0	95.0	-9.0	93.0	97.0	-2.0
2	CCS(=O)(=O)NCCc1csc(-c2ccccc2)n1	2.0	101.0	98.0	96.0	1.0	-6.0	97.0	-1.0	102.0	98.0	-8.0
3	Cc1ccc2c(c1)Cc1nc3ccccc3nc1-2	0.0	97.0	97.0	98.0	-1.0	-2.0	93.0	1.0	94.0	95.0	-1.0
4	COc1ccc(CN(Cc2ccc(OC)cc2)S(=O)(=O)c2ccc(-n3cnnn3)c(C)c2)cc1	-5.0	100.0	104.0	100.0	-5.0	-3.0	100.0	-13.0	104.0	103.0	-2.0
5	O=[N+]([O-])c1cc(C(F)(F)F)ccc1-n1nnc2ccccc21	-6.0	95.0	97.0	99.0	-5.0	-7.0	97.0	-7.0	100.0	96.0	-11.0
6	CCC1Oc2ccc(C)cc2N(CC(=O)N(Cc2ccc(C)o2)C2CCCC2)C1=O (stereo not given)	-1.0	98.0	99.0	99.0	2.0	-9.0	98.0	-6.0	103.0	99.0	-2.0
7	Cc1cccc2c(C(=O)N3CCN(C(=O)c4ccco4)CC3)cc(-c3cccc(Br)c3)nc12	-1.0	102.0	93.0	92.0	-2.0	-7.0	93.0	0.0	92.0	96.0	9.0
8	Cc1cccnc1NC(=O)C(C)Oc1ccccc1 (stereo not given)	-8.0	103.0	104.0	105.0	-2.0	-8.0	103.0	-7.0	105.0	103.0	-9.0
9	Cc1cc(Nc2ccc(Br)cc2)n2nc(C)nc2n1	20.0	97.0	92.0	93.0	14.0	16.0	92.0	4.0	93.0	88.0	2.0
10	COc1cccc(C=Nc2ccccc2C#N)c1O	-4.0	97.0	100.0	102.0	-1.0	-5.0	99.0	-2.0	103.0	99.0	1.0
11	Cc1cc(C)nc(SCc2ccccc2C#N)n1	0.0	103.0	98.0	101.0	0.0	1.0	98.0	-6.0	99.0	100.0	0.0
12	COc1ccc(NC(=O)c2ccccc2)cc1NS(=O)(=O)c1ccc(F)cc1	-4.0	99.0	99.0	102.0	-2.0	-8.0	100.0	-6.0	104.0	99.0	-2.0
13	CC1=CC(C)(C)NC(=S)N1c1ccc(C)c(C)c1	-1.0	99.0	100.0	99.0	3.0	-10.0	97.0	0.0	106.0	98.0	-2.0
14	CCCNc1cc(=O)n(C)c(=O)n1C	-1.0	100.0	98.0	97.0	0.0	-1.0	97.0	-4.0	100.0	97.0	-6.0
15	CCC(C)NC(=O)c1cnn2c1NC(c1cccs1)CC2C(F)(F)F (stereo not given)	0.0	105.0	102.0	104.0	2.0	-4.0	99.0	-8.0	106.0	100.0	-9.0
16	Clc1cc2nc3ccccn3c2cc1Cl	0.0	98.0	99.0	96.0	-1.0	-6.0	95.0	-1.0	99.0	99.0	0.0
17	CN(C)S(=O)(=O)c1cccc(NC(=O)Cc2ccc(Cl)cc2)c1	-6.0	102.0	103.0	104.0	-3.0	1.0	103.0	-2.0	106.0	99.0	-1.0
18	CCOc1ccc2ccccc2c1C(=O)N[C@@H]1C(=O)N2[C@@H]1SC(C)(C)[C@@H]2C(=O)O	-2.0	·	·	·	-3.0	-2.0	·	-1.0	·	·	-2.0
19	CC(=O)Oc1cccc(/C=C2\C=C(c3ccc(C)cc3)OC2=O)c1	2.0	96.0	94.0	92.0	5.0	0.0	95.0	0.0	97.0	90.0	-2.0
20	O=C(c1cnn2c(C(F)F)cc(-c3ccccc3)nc12)N1CCSCC1	·	102.0	99.0	97.0	·	·	98.0	?	101.0	101.0	·
21	CC(C)(C)[C@H]1C=C(C(=O)N2CCN(Cc3ccc4c(c3)OCO4)CC2)O[C@@H](OCc2ccc(CO)cc2)C1	-1.0	100.0	95.0	95.0	-2.0	0.0	96.0	-2.0	96.0	97.0	0.0
22	COCC(C)n1c(C)cc(C(=O)COC(=O)c2n[nH]c3ccccc23)c1C (stereo not given)	-3.0	103.0	102.0	104.0	0.0	-11.0	102.0	-9.0	108.0	103.0	-13.0
23	O=C(COC(=O)/C=C/C(=O)N1CCN(c2ccccc2)CC1)NC(c1ccccc1)c1ccccc1	-1.0	96.0	92.0	89.0	0.0	-2.0	90.0	0.0	88.0	91.0	-1.0
24	COc1ccc(/C=C2\SC(=O)N(CCNC(=O)C3CCN(S(=O)(=O)c4cccs4)CC3)C2=O)cc1	-4.0	96.0	98.0	98.0	-1.0	-6.0	96.0	-5.0	100.0	95.0	-4.0
25	COC(=O)c1ccc(COC(=O)CCS(=O)(=O)c2ccc(C)cc2)cc1	0.0	93.0	97.0	95.0	1.0	-5.0	95.0	-5.0	99.0	96.0	-9.0
26	O=c1ccc(Br)c[nH]1	-7.0	106.0	104.0	104.0	0.0	-4.0	102.0	-11.0	109.0	105.0	-9.0
27	Cc1ccccc1Nc1nnc(SCC2CCCCO2)s1 (stereo not given)	-9.0	92.0	97.0	101.0	-4.0	-10.0	98.0	0.0	101.0	97.0	0.0
28	O=C(NCc1ccco1)c1ccc(CN2CCOCC2)cc1	-2.0	104.0	103.0	104.0	2.0	-7.0	102.0	-4.0	107.0	102.0	-11.0
29	O=C(CN1C(=O)C2C3c4ccccc4C(c4ccccc43)C2C1=O)Nc1cccc(C(=O)O)c1 (stereo not given)	-1.0	145.0*[activator]	124.0*[activator]	125.0*[activator]	-2.0	2.0	155.0*[activator]	-2.0	130.0*[activator]	127.0*[activator]	-3.0
30	Nc1ccc(SC(F)(F)F)cc1	-1.0	103.0	99.0	97.0	0.0	0.0	96.0	-2.0	97.0	98.0	-4.0
31	Cc1ccc(C(=O)N/N=C/c2ccc([N+](=O)[O-])s2)cc1	-3.0	98.0	102.0	101.0	-4.0	-2.0	100.0	-2.0	103.0	103.0	-1.0
32	CC(=O)OCC1OC(OC(C)=O)C(NC(=O)Cc2ccccc2)C(OC(C)=O)C1OC(C)=O (stereo not given)	3.0	95.0	98.0	98.0	4.0	2.0	97.0	0.0	108.0	95.0	-2.0
33	O=C(COc1ccc(Cl)cc1)Nc1nnc(-c2ccco2)o1	-3.0	99.0	95.0	92.0	1.0	0.0	90.0	2.0	95.0	94.0	-6.0
34	Cc1ccc(-n2c(C)cc(/C=C(\C#N)C(=O)NCC3CCCO3)c2C)cc1 (stereo not given)	-2.0	96.0	100.0	100.0	-1.0	-4.0	97.0	-1.0	98.0	99.0	-3.0
35	COc1cc(OC)cc(C(=O)OCC(=O)Nc2sccc2C(N)=O)c1	-4.0	99.0	98.0	94.0	-2.0	-4.0	95.0	0.0	96.0	99.0	-4.0
36	c1ccc(CSc2nnc(-c3c[nH]c4ccccc34)o2)cc1	-1.0	99.0	101.0	98.0	1.0	2.0	98.0	1.0	105.0	96.0	0.0
37	Cc1ccc(-n2nnnc2-c2cnc(-c3cccnc3)nc2C(F)(F)F)cc1	-1.0	98.0	103.0	102.0	1.0	0.0	100.0	0.0	103.0	104.0	0.0
38	CCCCN(C)C(=O)c1sc2ncn(CC)c(=O)c2c1C	0.0	97.0	99.0	100.0	-3.0	-3.0	97.0	-3.0	101.0	98.0	-2.0
39	N#CCSc1nccc(-c2cc(Cl)sc2Cl)n1	0.0	103.0	102.0	103.0	0.0	-5.0	98.0	-6.0	104.0	101.0	-2.0
40	COc1ccc(NC(=O)C2CCCN2C(=O)OC(C)(C)C)cc1 (stereo not given)	-5.0	98.0	98.0	94.0	-3.0	-4.0	95.0	-3.0	97.0	97.0	0.0
41	O=C(OCn1nnc2ccccc2c1=O)C1=COCCO1	-3.0	97.0	96.0	98.0	0.0	-1.0	98.0	4.0	99.0	97.0	2.0
42	CCOC(=O)c1cc2ccccc2n1CCN(CC)CC	-2.0	96.0	102.0	100.0	-8.0	-1.0	102.0	-6.0	97.0	103.0	-2.0
43	COc1ccc(-c2nc(CSCC(=O)N3CCc4ccccc4C3)c(C)o2)cc1OC	-1.0	99.0	98.0	100.0	0.0	-4.0	97.0	-7.0	101.0	100.0	-12.0
44	CCOc1ccc(S(=O)(=O)Nc2ccccc2C(=O)NCc2ccco2)cc1	-2.0	98.0	96.0	96.0	-2.0	-6.0	94.0	-1.0	93.0	93.0	0.0
45	CC(=O)N(C(C)=O)c1nc2nc(C)cc(C)n2n1	-3.0	102.0	98.0	94.0	0.0	-2.0	96.0	0.0	96.0	100.0	-2.0
46	CC(=NCCCNC1CCCCC1)C1=C(O)CC(C)(C)CC1=O	-2.0	96.0	98.0	96.0	1.0	-1.0	97.0	-1.0	98.0	100.0	-3.0
47	COc1ccccc1-n1c(CNC(=O)COc2ccccc2)n[nH]c1=S	-4.0	101.0	102.0	101.0	-1.0	-25.0	100.0	-6.0	106.0	103.0	1.0
48	O=C(c1ccccc1Br)N1CCn2c1nc1ccccc12	-2.0	103.0	95.0	93.0	-3.0	-6.0	96.0	-7.0	96.0	99.0	-7.0
49	CC(CO)N1CCS(=O)(=O)CC1 (stereo not given)	-3.0	94.0	95.0	95.0	-2.0	-1.0	94.0	-2.0	95.0	94.0	-4.0
50	CCOC(=O)CC(=O)CSc1ncnc2c1nnn2-c1ccc(OC)cc1	-4.0	105.0	98.0	97.0	0.0	-2.0	99.0	-4.0	100.0	99.0	-7.0
51	Cc1c(Cl)cccc1NC(=O)C1NC(=O)CC1c1ccccc1 (stereo not given)	-3.0	97.0	96.0	95.0	-1.0	-1.0	95.0	0.0	97.0	98.0	-1.0
52	CCc1ccc(N2CC(C(=O)NCc3ccc4c(c3)OCO4)CC2=O)cc1 (stereo not given)	-1.0	102.0	100.0	99.0	0.0	0.0	96.0	0.0	98.0	98.0	2.0
53	CC(=O)Nc1cccc2c1C(=O)N(c1ccc(OC(C)=O)cc1)C2=O	-4.0	98.0	97.0	96.0	-3.0	2.0	97.0	-1.0	101.0	96.0	-4.0
54	COc1ccc(C2SCC(=O)N2CCCN(C)C)cc1 (stereo not given)	-6.0	91.0	89.0	98.0	-3.0	-9.0	93.0	-16.0	94.0	94.0	-17.0
55	CS(=O)(=O)N(CC(=O)Nc1cccnc1)c1ccc2c(c1)OCO2	-2.0	101.0	99.0	98.0	2.0	-8.0	99.0	-5.0	97.0	98.0	-9.0
56	CCOc1cccc(OCCOCCN(C)C)c1	-5.0	100.0	100.0	102.0	0.0	2.0	100.0	4.0	103.0	103.0	0.0
57	CCCN1CCN(C(=O)CN2C(=O)CC(C)(C)S(=O)(=O)c3ccccc32)CC1	-3.0	98.0	98.0	96.0	-1.0	0.0	96.0	-3.0	96.0	95.0	-2.0

High-throughput results as filed in PubChem.

Compounds as they come; about 0.62% have a hit in one of these screens.
